Compound activity: PubChem BioAssay, several laboratories
DAGLB inh = DAGLB lipase inhibitors, primary screen, biochemical, fluorescence, HTS. Diacylglycerol lipase-beta (Homo sapiens), Q8NCG7. 0.059% of 340,000 active. HEK293T DAGLB membrane lysate, EnzChek fluorogenic substrate. inhibition, % at 5.17 µM. AID 504411, 2011; in the data active = inhibition above about 34%;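 also: 0% = enzyme with vehicle and 100% = wells lacking enzyme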
Target sequence (Q8NCG7 whole entry, looked up): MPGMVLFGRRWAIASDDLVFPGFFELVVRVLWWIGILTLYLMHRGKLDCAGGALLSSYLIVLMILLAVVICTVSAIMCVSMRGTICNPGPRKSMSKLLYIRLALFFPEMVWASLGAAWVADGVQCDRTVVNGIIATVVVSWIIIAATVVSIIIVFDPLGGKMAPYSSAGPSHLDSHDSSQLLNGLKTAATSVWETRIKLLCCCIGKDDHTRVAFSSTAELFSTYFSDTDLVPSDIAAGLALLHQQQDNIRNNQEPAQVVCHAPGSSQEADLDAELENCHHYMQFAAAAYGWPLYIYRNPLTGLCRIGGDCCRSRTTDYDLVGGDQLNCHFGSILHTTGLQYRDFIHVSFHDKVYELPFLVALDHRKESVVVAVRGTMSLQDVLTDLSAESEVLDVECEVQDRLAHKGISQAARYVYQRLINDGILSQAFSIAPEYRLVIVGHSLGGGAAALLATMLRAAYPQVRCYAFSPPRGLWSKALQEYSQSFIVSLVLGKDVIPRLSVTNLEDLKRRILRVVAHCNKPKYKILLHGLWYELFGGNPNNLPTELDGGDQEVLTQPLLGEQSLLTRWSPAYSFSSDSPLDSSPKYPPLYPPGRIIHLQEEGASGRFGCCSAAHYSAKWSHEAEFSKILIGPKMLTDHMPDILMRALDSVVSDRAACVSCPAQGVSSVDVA
Tat export inh = E. coli Tat export inhibitors, primary screen, MC4100, TorA-mCherry reporter, fluorescence, single point; 0.036% of 340,000 active; inhibition, % at 10 µM; AID 488895, 2010;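 active = mean replicate inhibition at least 50% and at least half of replicates individually reaching 50%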;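 also: exported cargo escapes ClpAP degradation while cytoplasmic cargo is degraded and loses fluorescence; 0% = median of neutral control wells and 100% = median of NaSCN control wells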
PvdQ acylase = P. aeruginosa PvdQ acylase inhibitors, primary screen, biochemical, fluorescence, plate reader and imaging, single point. PvdQ acylase [Pseudomonas aeruginosa LESB58]. purified PvdQ acylase. inhibition, % at 10 µM. 0.063% of 340,000 active. AID 488965, 2010; in the data active = inhibition above about 30%, passing the limit was not always enough;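 also: 0% = vehicle neutral wells and 100% = reference inhibitor wells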
AddAB inh = growth inhibition of E. coli expressing H. pylori AddAB, primary screen, AddAB inhibitor project, absorbance; inhibition, % at 11.9 µM; 0.29% of 330,000 active; in the data active = inhibition above about 12%;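 also: 0% = vehicle wells of infected cells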
Ecoli viability = E. coli V3065 growth inhibition, primary screen, counter-screen for AddAB inhibitor project, absorbance, OD600; 18 h; 0.27% of 330,000 active; inhibition, % at 11.9 µM;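 active = inhibition above the campaign's mean inhibition across all tested compounds plus 3 SD, cut at about 9.9% in these data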;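 also: uninfected addAB+ strain grown without phage in ampicillin broth; 0% = DMSO wells and 100% = ciprofloxacin 0.95 µg/ml wells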
Wnt act = Wnt/beta-catenin pathway activators, primary screen, cell-based, plate reader, single point; Wnt/beta-catenin reporter cell assay, activator; activation, % at 9.35 µM; 1.2% of 300,000 active; in the data active = activation above about 30%, passing the limit was not always enough;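 also: 0% = neutral control wells and 100% = positive control wells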
CAL PDZ inh = CAL PDZ peptide-binding inhibitors, primary screen, biochemical, fluorescence polarization, Cer-tagged CAL PDZ, HTS. Golgi-associated PDZ and coiled-coil motif-containing protein (Homo sapiens), Q9HD26. inhibition, % at 20 µM. AID 504414, 2011. 0.02% of 330,000 active. purified CAL PDZ, TMR-peptide fluorescence polarization, 1 h;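 active = highest replicate inhibition of at least 40%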;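 also: plate controls were DMSO neutral control wells for no effect and unlabeled competitor peptide control wells for full effect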
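Assay system – tagged CAL PDZ protein CerCALP, purified · Timing – 1 h at RT · Compound – single point, 20 µM · Measured by – fluorescence polarization from S- and P-plane intensities, G-factor corrected · Evaluation – inhibition from polarization loss · Probe or stimulus – TMR reporter peptide T*-PRC34 · Buffer or medium – pH 7.4 phosphate-saline buffer, reducing agent, detergent, IgG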
phage Ecoli inh = growth loss of phage-infected E. coli, primary screen, RecBCD inhibitor project, absorbance, with phage, HTS. inhibition, % at 11.9 µM. 0.26% of 360,000 active. AID 651602, 2012; in the data active = inhibition above about 11%
Rtt109 HAT inh = inhibitors of C. albicans Rtt109/Vps75 HAT, primary screen, biochemical, ThioGlo CoA-SH fluorescence, plate reader; Histone acetyltransferase RTT109 (Candida albicans (strain SC5314 / ATCC MYA-2876)), …; purified Rtt109/Vps75, 4 h; inhibition, % at 34.9 µM; 0.16% of 330,000 active; AID 540336, 2011;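 active = inhibition of at least 50% in every replicate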
Target sequence (Q5AAJ8 whole entry, looked up): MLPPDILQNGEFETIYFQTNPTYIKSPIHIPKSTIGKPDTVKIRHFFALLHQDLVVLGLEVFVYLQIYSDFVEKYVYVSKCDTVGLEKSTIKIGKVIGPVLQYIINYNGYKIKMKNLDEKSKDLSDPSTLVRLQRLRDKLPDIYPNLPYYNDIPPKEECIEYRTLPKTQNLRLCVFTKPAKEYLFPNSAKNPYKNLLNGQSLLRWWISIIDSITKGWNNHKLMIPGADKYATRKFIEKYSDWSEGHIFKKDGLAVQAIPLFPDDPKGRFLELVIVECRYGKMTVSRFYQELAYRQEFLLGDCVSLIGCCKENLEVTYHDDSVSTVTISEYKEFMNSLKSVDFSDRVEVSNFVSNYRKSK
PfHsp90 set2 = growth inhibition of PfHsp90-expressing yeast, primary screen, antimalarial PfHsp90 inhibitor project, S. cerevisiae, BacTiter-Glo luminescence, single point, set 2; inhibition, % at 9.4 µM; 0.32% of 310,000 active; AID 504621, 2011; BacTiter-Glo ATP, 48 h; yeast lacking PDR1 and PDR3 efflux regulators;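 active = every replicate shows inhibition above about 80%, whatever the replicate mean, limit read from the data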;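 also: 0% = DMSO neutral controls and 100% = 20 µM radicicol positive controls; yeast relying on Plasmodium falciparum Hsp90 in place of its own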
* marks the source's active call; other numbers are inactive results; i = inactive; / = no result given.

#	SMILES	DAGLB inh	Tat export inh	PvdQ acylase	AddAB inh	Ecoli viability	Wnt act	CAL PDZ inh	phage Ecoli inh	Rtt109 HAT inh	PfHsp90 set2
1	O=C(Nc1nncs1)c1ccc(Br)c(S(=O)(=O)N2CCCC2)c1	-1.1	3.6	5.4	3.2	-0.6	/	-1.6	0.9	-10.5	-5.7
2	COc1cc(/C=C/C(=O)/C=C(O)/C=C/c2ccc(O)c(OC)c2)ccc1O	-35.0	-4.9	3.7	10.5	10.3*	19.7	0.1	9.0	4.5	-13.1
3	CCN(CC)Cc1c(O)ccc2occ(C(=O)c3ccc(OC)cc3)c12	-2.7	-4.7	-0.9	1.9	0.1	2.6	0.5	2.9	-1.2	17.2
4	CCN(c1ccccc1)S(=O)(=O)c1ccc(OC)c(NC(=O)CN(C)C)c1	-1.4	-7.4	9.8	-1.0	1.2	-2.0	0.1	-2.2	-3.4	3.9
5	COc1cc(/C=N/N2C(=O)C3C4C=CC(CC4)C3C2=O)ccc1O (stereo not given)	/	-4.2	-4.4	1.3	3.4	0.4	-1.0	4.7	2.4	-7.6
6	Cc1ccc(N2C(=N)/C(=C3/Nc4ccccc4S3)C(c3ccccc3)C2=O)cc1 (stereo not given)	-1.8	-6.7	5.6	1.9	0.3	24.8	-2.0	0.1	-9.1	-4.7
7	CC(C)CCN1CCC(n2nccc2NC(=O)c2ccc3c(c2)OCO3)CC1	1.5	-0.7	-8.8	1.1	0.1	2.1	-0.2	1.7	-5.4	-11.2
8	COc1ccc(S(=O)(=O)N(CC(=O)Nc2ccc3c(c2)OCO3)c2ccccc2OC)cc1	-2.6	2.7	-9.2	-1.9	0.5	-3.8	-0.2	-0.6	-1.3	9.8
9	COC(=O)c1cccc(NC(=S)Nc2cc(Cl)ccc2OC)c1	-1.1	-4.2	5.7	0.7	0.5	-0.6	-1.1	2.0	8.8	-15.5
10	Cc1cccc(/C=C2/SC(=O)N(Cc3ccccc3Cl)C2=O)n1	-4.9	22.0	-10.4	1.4	2.0	-1.9	0.6	2.0	12.5	-3.7
11	Cc1ccc(NC(=O)C2=CCN(S(=O)(=O)c3ccc(F)cc3)CC2)c(C)c1	-0.7	8.6	-17.9	3.9	0.1	-0.2	0.6	-0.6	-11.0	-10.2
12	O=C(CNC(=O)c1n[nH]c2ccccc12)Nc1ccc(F)c(F)c1F	0.3	-9.4	-23.2	1.7	1.8	6.9	-0.2	2.0	-9.3	12.1
13	CCCCNC(=O)CC(NS(=O)(=O)c1ccc(C)cc1)c1ccco1 (stereo not given)	-0.6	-7.9	-9.3	2.0	-2.3	/	/	2.0	12.3	1.3
14	COc1ccc(S(=O)(=O)N2CCCCCC2)cc1C(=O)OCC(=O)NC(N)=O	-3.2	-4.0	-10.8	4.7	-0.4	/	-0.6	2.7	-18.4	/
15	CCNc1cc2oc(=O)c(CN3CCOCC3)c(C)c2cc1C	-4.7	-2.7	-10.2	-0.6	0.8	/	-0.3	3.9	i	-11.7
16	O=S(=O)(c1cc(C(F)(F)F)ccc1Cl)N1CCN(c2ccccn2)CC1	-5.8	27.9	-11.6	3.7	0.0	0.3	-0.6	3.8	-1.7	13.3
17	CC1(OCON)CCCc2ccccc21 (stereo not given)	-3.8	-4.6	2.7	3.7	3.9	-1.2	0.7	1.0	-7.7	9.6
18	O=C(Nc1ccc(S(=O)(=O)NCC2CCCO2)cc1)c1ccc(Cl)cc1[N+](=O)[O-] (stereo not given)	-2.5	-3.8	-1.1	1.4	-2.3	-3.7	-1.0	4.8	3.3	-25.2
19	Cc1cc(-c2ccco2)n(CC(=O)NCc2ccco2)n1	1.0	1.5	-16.3	-1.9	-3.4	-1.2	-0.8	1.0	5.8	24.4
20	CCCOc1ccc(C(=O)Nc2nc(C)c(Cc3ccc4c(c3)OCO4)s2)cc1	-4.5	2.6	6.2	3.3	-0.7	1.0	-2.0	2.5	6.1	6.6
21	CCN(CC)CCN1C(=O)C(=O)/C(=C(/O)c2ccccc2)C1c1ccccc1F (stereo not given)	-0.5	0.5	7.2	-3.5	-0.8	/	/	1.6	0.0	-2.6
22	COc1ccc(C(C(=O)OC(C)CN(C)C)c2ccccc2)cc1 (stereo not given)	0.2	3.7	-12.2	1.6	-1.4	/	1.1	4.4	3.1	5.4
23	Cc1cccn2c(=O)c3cc(C(=O)N(C)C)n(C)c3nc12	-1.3	-2.3	0.2	0.9	-2.8	10.6	-2.3	0.6	-40.4	-25.8
24	CC(=O)c1ccc(N2CCN(C(=S)Nc3ccccc3)CC2)cc1	2.7	0.2	-6.5	4.5	-1.6	-5.0	0.1	4.2	-3.0	/
25	Cc1nc(C(C)NC(=O)CCc2nnc(Cc3c[nH]c4ccccc34)o2)cs1 (stereo not given)	-4.2	-3.0	-7.7	1.2	0.9	-0.5	-0.4	1.6	8.2	-15.1
26	CCCCc1ccc(CC(=O)O)cc1	2.8	-6.3	1.1	-0.9	-0.9	-4.9	-1.1	4.0	3.1	7.2
27	CC(=O)C1=C(O)C(=O)N(c2ccc(O)cc2)C1c1ccc(C)cc1 (stereo not given)	3.9	3.7	-15.5	0.8	1.3	2.2	8.0	1.1	-1.8	2.8
28	Cc1ccc(N2C(=O)Nc3ccc(Br)cc3C2(O)C(=O)NCCN(C)C)cc1C (stereo not given)	0.7	4.2	-5.6	-1.0	-0.5	0.6	-0.8	2.5	-2.2	-0.6
29	CCc1c(C)nc2c(-c3ccccc3)c[nH]n2c1=O	-4.2	-7.8	-14.2	-4.5	-6.0	0.3	-1.3	-5.7	0.1	6.2
30	CCc1cc[n+](/C(C(=S)Nc2cccc(C)c2)=C(/[O-])c2ccc(C)c([N+](=O)[O-])c2)cc1	1.2	6.0	7.5	1.2	-1.1	6.6	0.6	0.6	15.5	-2.0
31	O=C(C[C@H]1C(=O)N(c2ccc(F)c(F)c2)C[C@@H]1Cc1ccccc1)Nc1ccccc1	-10.1	-0.7	-8.3	3.1	-3.1	-2.3	-0.6	-2.2	8.6	-22.2
32	CN(C)C(=S)Nn1c(-c2ccccc2)nc2ccccc2c1=O	1.6	-10.1	2.1	0.7	0.8	-5.6	-1.5	3.6	/	-14.9
33	O=C(O)c1cc(S(=O)(=O)N2CCCCCC2)c(Cl)cc1Cl	2.3	2.6	16.3	4.0	1.6	-1.0	-2.3	-0.8	11.8	-5.6
34	CCS(=O)(=O)N1CCN(C(=O)c2ccco2)CC1	-4.4	-1.9	-2.5	-0.4	0.9	0.1	-1.2	2.4	3.2	-3.7
35	Cc1ccc2oc(=O)c3cc(C(=O)NCCCN4CC(C)CC(C)C4)sc3c2c1 (stereo not given)	-2.8	0.8	7.0	1.9	-1.0	0.1	-4.1	3.0	26.0	6.6
36	O=C(Nc1cnn(Cc2ccc(F)cc2)c1)c1cc(-c2ccco2)on1	0.3	-4.2	-4.8	-0.3	0.7	8.7	-1.8	3.8	-4.6	-31.0
37	CCCn1c(CN2CCN(C(=O)OCC)CC2)nc2cc(NC(=O)CC)ccc21	0.0	-6.6	-5.0	-1.1	-1.8	-2.3	0.4	0.3	-1.7	5.3
38	CCOC(=O)N1CCC(NC(=O)CS(=O)Cc2nc(-c3ccccc3C)oc2C)CC1 (stereo not given)	-0.4	2.0	-6.8	3.4	-0.8	-1.8	-1.1	2.0	6.9	-3.6
39	CC(C)(C)C(=O)Cn1ncc(NC2CC2)c(Br)c1=O	0.2	-1.9	-16.6	-1.1	1.6	/	-0.1	0.7	-13.8	/
40	O=C(Nc1nnc(COc2ccc(Cl)cc2)s1)c1cccs1	0.0	3.9	-13.2	1.5	0.7	3.5	-1.7	3.0	8.0	-8.7
41	CCOC(=O)C(C)/C(C)=N/NC(=O)c1cc2ccccc2cc1O (stereo not given)	0.0	-5.2	-8.5	3.8	-0.3	0.0	-1.6	7.8	-4.2	22.7
42	COc1cc(C)c(C(=O)Oc2cc(C)c(C(=O)O)c(O)c2C)c(OC)c1C	5.7	-2.0	1.9	-0.3	-0.7	-1.3	-0.4	0.8	-3.4	-21.7
43	Cn1ccnc1SCc1cn2ccccc2n1	0.0	-3.6	14.8	-0.5	-1.4	/	-0.3	1.7	-2.4	-25.4
44	CCCCn1c(=O)[nH]c(=O)c2c1nc(COC(=O)c1c(C)noc1C)n2CCC	0.9	1.9	-3.3	2.1	2.0	/	-2.5	1.6	/	/
45	CC1(C)C[C@@H](O)[C@]2(C)CC[C@]3(C)C(=CCC4[C@@]5(C)CC[C@H](O)[C@](C)(CO)C5CC[C@]43C)[C@@H]2C1 (stereo not given in full)	2.1	-4.6	2.7	3.1	1.5	-1.1	1.4	1.4	14.0	9.5
46	CCc1ccc(/C=C/C(=O)c2c(C)cc(C)[nH]c2=O)cc1	5.1	-5.2	-18.8	3.9	0.8	/	-2.8	-2.7	-3.0	/
47	CCOc1cccc(CNCCCSc2ncccn2)c1	1.1	-0.5	0.2	0.3	0.3	-1.7	0.0	0.7	/	-5.1
48	COc1ccc(N2CCN(c3ncnc4scc(-c5ccc(C)cc5)c34)CC2)cc1	-6.1	10.8	-4.3	0.3	0.6	-7.8	-1.1	1.1	51.9*	-2.1
49	O=C(NC1CC2CCCC(C1)N2C(=O)Nc1ccccc1)C1CC1 (stereo not given)	1.8	-1.6	-4.7	-0.4	0.5	1.3	-1.9	-0.2	-5.6	20.1
50	O=C(CCCOc1ccc(Cl)cc1Cl)NC(Cc1ccccc1)C(=O)O (stereo not given)	2.7	-7.3	6.4	/	/	-6.2	-1.6	2.6	4.8	4.2
51	Cc1cc(NC(=O)c2cc3cccc([N+](=O)[O-])c3[nH]2)ccc1F	-3.6	-10.6	-13.2	1.3	1.6	41.0*	-0.2	6.4	-5.6	-0.5
52	CC(C)CNC(=O)COC(=O)C1c2ccccc2Oc2ccccc21	1.5	-7.2	5.5	1.1	0.5	-0.6	-0.3	2.7	21.1	4.2
53	Cc1ccccc1N1C(=O)c2cccc3c(N(C)CCO)ccc(c23)C1=O	-27.5	-0.5	-1.7	0.2	0.9	/	-3.3	-2.0	-10.2	17.5
54	Cc1ccc2nc3c(cc2c1)c(NC(=O)C1CCCO1)nn3CC(C)C (stereo not given)	-4.2	-0.2	-4.5	2.2	2.3	/	0.0	0.5	-18.7	27.4
55	Cc1cccc(C)c1OCCNC(=O)OCc1ccccc1	-7.7	4.9	-11.0	1.2	2.2	-0.7	-0.8	2.2	6.8	-8.9

Pulled one by one from the list above, two records:
#	SMILES	DAGLB inh	Tat export inh	PvdQ acylase	AddAB inh	Ecoli viability	Wnt act	CAL PDZ inh	phage Ecoli inh	Rtt109 HAT inh	PfHsp90 set2
48	COc1ccc(N2CCN(c3ncnc4scc(-c5ccc(C)cc5)c34)CC2)cc1	-6.1	10.8	-4.3	0.3	0.6	-7.8	-1.1	1.1	51.9*	-2.1
53	Cc1ccccc1N1C(=O)c2cccc3c(N(C)CCO)ccc(c23)C1=O	-27.5	-0.5	-1.7	0.2	0.9	/	-3.3	-2.0	-10.2	17.5
